# Ecoli WT growth = blocks growth of wild type E. coli BW25113; E. coli BW25113 growth inhibition, OD600; inhibition, % at 10 µM; actives 0.05% (n = 20,000); AID 552; in the data active = inhibition above about 40%;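 note: bacteria exposed to compound for 20 hours at 37 °C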
#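 Assay system: Bacterial strain in a whole-cell growth screen | Amount: Inoculum from a 1:1000 dilution of a 1.5 h subculture | Detection: Absorbance at 615 nm as a measure of bacterial growth | Timing: 20 h exposure, 37 °C | Buffer or medium: LB plus kanamycin 50 µg/mL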
# * = called active by the depositor.
SMILES,Ecoli WT growth
COc1ccc(C2CC(=O)C(C=NCCCN3CCOCC3)=C(O)C2)cc1 (stereo not drawn),2.0
Cc1ccc(C(=O)Nc2ccc3c(c2)OCO3)cc1S(=O)(=O)N1CCCCC1,-17.1
COc1cccc(N2C(=O)CC(c3c[nH]c4ccccc34)C2=O)c1 (stereo not drawn),-27.1
Cc1cc(C(C)(C)C)cc(S(=O)(=O)NCCO)c1C,-17.9
CCOC(=O)CN(C)Cc1c[nH]c2ccccc12,-2.1
O=C(Nc1ccc(S(=O)(=O)N2CCCCCC2)cc1)c1ccco1,-1.1
Cc1nc(C)n(CC(O)COc2ccc3c(c2)CCC3)n1 (stereo not drawn),-10.4
COc1ccc(OC)c2[nH]c(=O)c(CCNC(=O)CC(C)C)cc12,2.0
CCCC(=O)Nc1cc(-c2nnc(OC)c3ccccc23)ccc1N1CCOCC1,1.3
CC(C)(Oc1ccc(CCNC(=O)c2ccc(Cl)cc2)cc1)C(=O)O,-3.3
Cc1nc2ccc(NC(=O)N3CCOCC3)cc2s1,-5.3
COC(=O)C(C)N(C#N)c1nc(C)nc(C)n1 (stereo not drawn),-24.9
O=C(NCc1ccco1)c1ccccc1Nc1ccc(F)cc1,-1.2
CCCc1cc(-c2n[nH]c(C)c2-c2ccc(C(=O)OCC)o2)c(O)cc1O,6.1
CS(=O)(=O)N1CCC(C(=O)NCCC2=CCCCC2)CC1,-0.3

# Entries listed so far with an aryl methoxy group, in the order listed:
SMILES,Ecoli WT growth
COc1ccc(C2CC(=O)C(C=NCCCN3CCOCC3)=C(O)C2)cc1 (stereo not drawn),2.0
COc1cccc(N2C(=O)CC(c3c[nH]c4ccccc34)C2=O)c1 (stereo not drawn),-27.1
COc1ccc(OC)c2[nH]c(=O)c(CCNC(=O)CC(C)C)cc12,2.0
CCCC(=O)Nc1cc(-c2nnc(OC)c3ccccc23)ccc1N1CCOCC1,1.3

# Continuation:
SMILES,Ecoli WT growth
COc1ccc2c(c1)CCCN2C(N)=O,-9.8
CC(=O)C1=C(C)Nc2ncnn2C1c1ccccc1OCc1ccccc1 (stereo not drawn),-21.2
COc1ccccc1S(=O)(=O)Cc1ccc(C(=O)NCCN2CCCCCC2)o1,-2.8
O=S(=O)(c1cccc(-c2cn3cc(Cl)ccc3n2)c1)N1CCOCC1,-23.0
O=C(NC1=NCCS1)c1nc(-c2ccccc2)n(-c2ccccc2)n1,10.7
CCOC(=O)c1cnn(-c2ncnc3c2cnn3Cc2ccccc2)c1N,-0.8
O=C(CSc1nnc(-c2ccco2)n1CC1CCCO1)NC1CCCC1 (stereo not drawn),-2.7
CCOc1cc(C(C#N)N2CCOCC2)ccc1OC (stereo not drawn),2.8
CCCC1Cc2c(sc3ncnc(N)c23)CO1 (stereo not drawn),-2.9
COc1ccc(C(=O)NCCn2ccc3ccccc32)c(OC)c1,6.8
Cc1cc(OCC(=O)N2CCOCC2)ccc1NC(=O)C1CCCCC1,6.3
COC(=O)c1c(-c2cccs2)csc1NC(=O)CN1CCOCC1,-3.8
O=S(=O)(NCc1cn2ccccc2n1)c1cc(F)ccc1F,-3.5
COCCCNC(=O)CCc1nc2cccnc2n1Cc1ccc(OC)cc1,3.3
CCC(=O)N1CCc2cc(Br)cc(S(=O)(=O)CCC(=O)NCC3CCCO3)c21 (stereo not drawn),12.8
Cc1ccc2cccc(S(=O)(=O)Nc3c(C)n(C)n(-c4ccccc4)c3=O)c2n1,-18.8
CCOc1ccccc1-c1nc(-c2ccc(NC(=O)Cc3ccccc3OC)cc2)no1,2.1
CCC(=O)N1CCN(CCN=CC2=C(O)CC(C)(C)CC2=O)CC1,3.1
O=C(OCC(=O)N1CCCC1)c1ccccc1OCc1ccccc1,-4.9
CC1(C)CC(=O)C2=C(C1)NC(SCC(=O)Nc1ccccc1)=C(C#N)C2c1ccco1 (stereo not drawn),3.9
O=C(Cn1nnc2ccccc2c1=O)NC1CCCc2ccccc21 (stereo not drawn),-0.1
Cn1cccc1C(=O)NS(=O)(=O)c1ccccc1Cl,-4.0
CN(c1ccc(C(=O)NCc2ccncc2)cc1)S(C)(=O)=O,-17.9
COC(=O)c1ccccc1NC(=O)NC1CCN(Cc2ccccc2)CC1,-0.4
CN(CC(=O)Nc1cccnc1)S(=O)(=O)c1cc(Cl)ccc1Cl,11.8
COc1cccc(/C=N/n2c(-c3ccco3)nc3ccccc3c2=O)c1,-3.9
O=C(CSc1ncnc2c1oc1ccccc12)Nc1ccccc1C(F)(F)F,-1.3
c1cncc(Nc2nc(-c3cccnc3)cs2)c1,6.6
CC(OC(=O)c1cc(=O)[nH]c2ccccc12)c1ccccc1 (stereo not drawn),-0.4
COc1ccc(NC(=O)CSc2nc3c(c(=O)n2-c2ccccc2OC)SCC3)cc1,7.8

# Part of the list above in order of number of heavy atoms, low to high:
SMILES,Ecoli WT growth
CN(CC(=O)Nc1cccnc1)S(=O)(=O)c1cc(Cl)ccc1Cl,11.8
O=C(Cn1nnc2ccccc2c1=O)NC1CCCc2ccccc21 (stereo not drawn),-0.1
Cc1ccc2cccc(S(=O)(=O)Nc3c(C)n(C)n(-c4ccccc4)c3=O)c2n1,-18.8
COc1ccc(NC(=O)CSc2nc3c(c(=O)n2-c2ccccc2OC)SCC3)cc1,7.8

# New compounds follow:
SMILES,Ecoli WT growth
O=S(=O)(Cc1ccccc1)Nc1ccc(S(=O)(=O)NCC2CCCO2)cc1 (stereo not drawn),-10.7
Cc1ccn(C(=O)c2ccc(NC(=O)C3CCCCC3)cc2)n1,2.4
O=C(CSc1nc2ccccc2[nH]1)N1CCCCC1,-8.4
Cc1ccc(N(Cc2ccco2)C(=O)c2cccc(S(=O)(=O)N(C)C)c2)cc1,2.8
CCOc1ccc(N(CC(=O)Nc2cccc(OC)c2)S(=O)(=O)c2c(C)noc2C)cc1,9.6
CCN(C(=O)c1cc(Cl)ccc1OC)c1ccccc1,2.4
O=C1CC(N2CCN(C/C=C/c3ccccc3)CC2)C(=O)N1Cc1cccs1 (stereo not drawn),-18.0
COc1ccccc1-c1nnc(SCC(=O)N2CC(C)CC(C)C2)o1 (stereo not drawn),10.4
CCOC(=O)c1cc(NC(=O)c2cnccn2)cc(C(=O)OCC)c1,-22.2
O=C(Nc1ccc(Br)c(Cl)c1)C1CC1,-25.7
CC(C)CNS(=O)(=O)c1ccc(CCC(=O)NCc2ccco2)cc1,-1.6
Cc1ccccc1Cn1nc(C)c(NC(=O)c2noc3c2CCCC3)c1C,7.5
Cc1ccc(NC(=O)CSC2=C(C#N)C(c3ccc4c(c3)OCO4)CC(=O)N2)cc1C (stereo not drawn),-1.2
CCOC(=O)Cn1nc(-c2ccc(C)cc2)ccc1=O,3.7
Cc1ccc(CNc2nc3ccccc3s2)s1,-17.6
Cc1cccc(-c2noc(CN(C(=O)C34CC5CC(CC(C5)C3)C4)C(C)C)n2)c1,-17.4
Cc1cc(C)nc(SCc2n[nH]c(=S)n2C)n1,-18.1
CCCN1C=CC(=C2C(=O)c3ccccc3C2=O)C=C1,8.3
O=C(CSc1nc2ccccc2o1)N1CCN(c2ccc(Cl)cc2)CC1,-7.0
COC(=O)c1sc(S(=O)(=O)NCc2cccs2)c(C(=O)OC)c1C,-1.9
CC(C)(C)NC(=O)C(c1ccco1)N(C(=O)Cn1nnc(-c2ccc(F)cc2)n1)c1ccccc1F (stereo not drawn),-2.4
O=c1cc[nH]c2c(C(F)(F)F)cccc12,3.0
O=c1c2c3nc4ccccc4nc3n(CC3CCCO3)c2ncn1CCc1ccccc1 (stereo not drawn),2.4
C=CCn1c(Cc2nc3ccccc3[nH]2)n[nH]c1=S,-9.6
Cc1ccc(S(=O)(=O)N2CCCC(C(=O)NCc3ccccn3)C2)cc1 (stereo not drawn),-11.2
CC(=O)Nc1ccc(S(=O)(=O)N2CCN(Cc3ccncc3)CC2)cc1,0.5
O=C1CC(C(=O)Nc2ccc(C(=O)N3CCOCC3)cc2)C2(CCCCC2)O1 (stereo not drawn),-13.5
CC(=O)[C@H]1[C@H](C#N)C[C@H]2[C@@H]3CC=C4C[C@@H](O)CC[C@]4(C)[C@H]3CC[C@@]21C,3.9
O=S(=O)(/N=C(\c1ccccc1)N1CCOCC1)c1cccs1,-23.6
O=C(Nc1ccccc1N1CCCC1)c1ccc(Br)o1,-22.2

# Reprinted at random: four compounds from above, in no set order.
SMILES,Ecoli WT growth
O=S(=O)(/N=C(\c1ccccc1)N1CCOCC1)c1cccs1,-23.6
Cc1nc(C)n(CC(O)COc2ccc3c(c2)CCC3)n1 (stereo not drawn),-10.4
Cc1ccc(N(Cc2ccco2)C(=O)c2cccc(S(=O)(=O)N(C)C)c2)cc1,2.8
COc1ccccc1S(=O)(=O)Cc1ccc(C(=O)NCCN2CCCCCC2)o1,-2.8

# Next compounds.
SMILES,Ecoli WT growth
O=C(CSc1nc(Nc2ccccc2)nc(N2CCOCC2)n1)N1CCCC1,-18.4
CS(=O)CCC(NS(=O)(=O)c1ccccc1)C(=O)O (stereo not drawn),1.1
COc1ccccc1-c1nnc2sc(-c3cnccn3)nn12,-24.2
Cc1ccc(N2CCN(C(=O)c3ccccc3)CC2)c(C)c1,4.7
CCOC(=O)C1CCN(C(=O)COc2ccc(Br)cc2)CC1,4.0
O=c1c(-c2ccc3c(c2)OCCO3)coc2cc(O)cc(O)c12,-13.9
CCOC(=O)CSc1nc(C)cc(=O)[nH]1,-6.7
O=C(O)CSC1CC(=O)N(c2cccc(Cl)c2)C1=O (stereo not drawn),3.4
O=C(c1cc(-c2ccncc2)nc2ccc(Cl)cc12)N1CCN(C(=O)C2CCCO2)CC1 (stereo not drawn),-0.2
C=CCn1c(COc2cccc3ccc(C)nc23)nnc1SCC(=O)O,-22.4
Cc1cccc(CSc2nncc(=O)[nH]2)c1,-20.0
c1ccc2c(SCc3cn4cccnc4n3)ncnc2c1,-1.8
O=S(=O)(c1ccccc1)c1nc(-c2ccco2)oc1N1CCCCCC1,-7.0
S=c1[nH]nc(Cc2c[nH]c3ccccc23)o1,0.1
Cc1ccc(-n2ncc(C#N)c2/N=C/N2CCN(C)CC2)cc1,-14.8
CCOC(=O)N1CCN(Cc2nc(-c3ccc(OC)cc3)no2)CC1,0.5
CCOc1ccc(NC(=O)N2CCN(CC)CC2)cc1,-19.9
Clc1cccc(Cl)c1-c1nnc2ccc(N3CCOCC3)nn12,0.3
Cc1cc(C)n2nc(NCc3ccccc3)nc2n1,-2.2
CC(=O)c1cc2c(cc1NC(=O)C1CC=CCC1C(=O)O)OCO2 (stereo not drawn),-8.8
COc1ccc(CCNC(=O)CN2C(=O)c3ccccc3S2(=O)=O)cc1OC,-11.7
CCn1c(SCC(=O)Nc2oc(-c3ccccc3)c(-c3ccccc3)c2C#N)nnc1-c1ccco1,-15.1
O=S(=O)(c1ccc2c(c1)oc1ccccc12)N1CCOCC1,-8.1
O=C(NCc1ccco1)c1cnn2c(C(F)(F)F)cc(-c3ccco3)nc12,-4.2
Cc1ccc(Cn2ccc(NC(=O)c3cc(-c4ccccc4)on3)n2)cc1,-22.1
COCCc1ccc(OCC(O)CNC(C)C)cc1 (stereo not drawn),-2.0
CN(C)c1nc(Oc2ccc(=O)n(C)n2)nc(N2CCOCC2)n1,-2.7
CCOC(=O)c1ccc(NC(=O)CSc2nnc(COc3ccccc3OC)n2C)cc1,-14.8
O=C(CNC(=O)c1ccc(Br)o1)Nc1cccc(-c2cnc3ccccc3n2)c1,-6.5
Cc1cc(C)n(CCCNC(=O)c2ccc(S(=O)(=O)NCc3ccco3)cc2)n1,-4.2
CCOC(=O)c1cnc(SC2CC(=O)N(c3ccc(OC)c(OC)c3)C2=O)nc1N (stereo not drawn),-3.9
COc1ccc(N2C(=O)CC(N3CCN(c4nc5ccccc5s4)CC3)C2=O)cc1 (stereo not drawn),6.0
Cc1nnc(SCC(=O)NCc2ccccc2)s1,1.1
O=C(CC(Nc1ccc(F)cc1)C(=O)O)c1ccccc1 (stereo not drawn),-5.4
CCS(=O)(=O)n1nc(NCc2cccc(OC)c2)nc1NCc1cccc(OC)c1,-13.6
CCCc1nnc(NC(=O)CN2C(=O)c3ccccc3S2(=O)=O)s1,-18.1
CCOc1ccc(NC(=O)CN2C(=O)C3CC=CCC3C2=O)cc1 (stereo not drawn),6.3
Oc1ccc(C(=S)N2CCCCC2)cc1Cl,1.0
O=c1cc(CN2CCN(c3ccc(F)cc3)CC2)nc2sccn12,5.5
COc1ccc(Nc2nc(C)cc(C)c2C(N)=O)c(OC)c1,2.6
CCOC(=O)N1CCN(S(=O)(=O)c2cc(OCC(N)=O)c(C)cc2Cl)CC1,5.3
N#Cc1nc(-c2cccs2)oc1NCCc1ccccc1,-1.5
CN(CC(O)COCc1cccs1)C1CCCCC1 (stereo not drawn),6.6
O=C(O)C1CCCN1C(=O)Nc1ccc(F)cc1 (stereo not drawn),-4.2
CCOC(=O)Cn1c(CN(C)Cc2ccccc2)nc2c1c(=O)n(C)c(=O)n2C,4.3
CCOc1ccccc1NC(=O)c1ccccc1NS(C)(=O)=O,-14.3
Cc1cc(C)n(-c2cc(N3CCOCC3)ncn2)n1,-1.3
CNS(=O)(=O)c1cc(OC)ccc1OC,-18.6
CCOC(=O)N1CCC(n2c(SCC(=O)NCc3ccco3)nc3ccsc3c2=O)CC1,-4.7
CCCCN1C(=O)NC(NC(C)=O)(C(F)(F)F)C1=O (stereo not drawn),-15.5
CCOC(=O)Cc1csc(NC(=O)CSc2nnc(Cc3csc(N)n3)n2C)n1,-16.8
O=C(CCn1[nH]c(=O)c2ccccc2c1=O)NCCO,-5.7
N#Cc1cc2ccc(N3CCOCC3)cc2cc1C#N,1.9
NC(=O)C1(N2CCCCC2)CCN(C(=O)Nc2ccccc2C(F)(F)F)CC1,4.1
CCOC(=O)C1CCCN(CC(=O)NC2=Nc3ccccc3N=C(C)C2c2ccccc2)C1 (stereo not drawn),2.4
CC1CC(C)CN(CC(=O)Nc2ccc(S(N)(=O)=O)cc2)C1 (stereo not drawn),0.6
Cc1cc(NS(=O)(=O)c2ccc(NC(=O)C(C)N3C(=O)c4ccccc4C3=O)cc2)nc(C)n1 (stereo not drawn),-6.1
COCCCNC(=O)CCn1c(=O)c2ccccc2n(CC(=O)Nc2ccc(C)cc2C)c1=O,9.2
CCCC1=C(C(=O)OCC)C(c2ccc(O)cc2)n2ncnc2N1 (stereo not drawn),1.6
O=C(O)CCC(=O)Nc1ccc2c(c1)oc1ccccc12,22.7
COc1ccc(C(=O)NCC2OCCc3ccccc32)c(O)c1 (stereo not drawn),-13.3

# This is a subset. The share of hits here may be higher or lower than overall.
